Screening results deposited in PubChem by National Center for Advancing Translational Sciences (NCATS).
PI5P4Ka inh: PI5P4K alpha (human) kinase inhibition. P48426. PI5P4Kalpha enzyme, ADP-Glo luminescence, 60 min; hits give low values. max response, %. actives 1.2% (n = 330,000). AID 652105; active = max response of -50% or lower; inconclusive = between -30% and -50%; inactive = -30% or higher; also: value at the top dose of about 77 µM; % is scaled to controls: 0 for no effect and ±100 for the full control effect
Target sequence (P48426 whole entry, looked up): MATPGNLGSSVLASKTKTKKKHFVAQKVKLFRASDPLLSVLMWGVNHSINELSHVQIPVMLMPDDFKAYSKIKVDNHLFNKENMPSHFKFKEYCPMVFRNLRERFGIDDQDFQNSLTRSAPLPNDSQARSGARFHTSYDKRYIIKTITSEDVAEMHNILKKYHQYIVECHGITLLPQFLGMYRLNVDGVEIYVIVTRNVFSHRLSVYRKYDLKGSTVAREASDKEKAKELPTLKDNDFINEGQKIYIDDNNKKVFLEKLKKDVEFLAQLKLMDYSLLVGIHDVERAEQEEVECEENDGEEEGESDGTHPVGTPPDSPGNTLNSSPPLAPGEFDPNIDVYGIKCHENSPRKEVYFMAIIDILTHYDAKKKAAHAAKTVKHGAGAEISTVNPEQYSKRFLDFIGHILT
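Human PI5P4Kalpha with substrate in 0.038 M HEPES pH 7.4, 0.28 mM EGTA, 0.1% CHAPS, 5% DMSO; reaction started with 5 microM ATP (final), 60 min at room temperature. ADP formed read by ADP-Glo luminescence.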
CCT chaperon mod: modulators of cytosolic chaperonin (CCT/TRiC) activity; purified chaperonin ATPase assay, HTRF ADP detection, 30 min; activity change, % (test concentration not listed), hits read low; actives 0.3% (n = 360,000); AID 651819; in the data active = activity change below about -30%; also: % is scaled to controls: 0 for no effect and ±100 for the full control effect
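TRiC (40 or 20 nM final, by batch activity) in 30 mM Tris pH 7.4, 100 mM KCl, 5 mM MgCl2, 1 mM DTT was treated with compound at 76 uM single dose, then 10 uM ATP, 30 min at 37 °C. ADP was read by HTRF Transcreener.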
EPAC2 agonist: agonists of human EPAC2 (RAPGEF4); Q8WZA2; EPAC2 activation, biochemical qHTS; response scale: 100% = 6.5 mM cAMP response; Potency, µM (top dose mostly 154 µM), for inactives: top-dose activation, usual class: activators; actives 0.079% (n = 360,000); also: potency is read from the fitted curve at half-maximal effect; nearly all actives have a fitted effect of over 50% in size
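Compounds were added across a concentration range to EPAC2 (100 nM), RAP1B-BODIPY-GDP (250 nM) and GDP (50 uM). After 5 min at room temperature, fluorescence was recorded at 5-min intervals for 30 min.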
WRN inhibitor: WRN helicase (human) inhibition | Q14191 | WRN helicase unwinding, fluorescent forked duplex, kinetic | Potency, µM (titrated, usually from 114 µM), for the others: at the highest dose activity change, negative = inhibition, hits mostly inhibitors | actives 0.46% (n = 360,000) | AID 651768; also: potency is read from the fitted curve at half-maximal effect; % is scaled to controls: 0 for no effect and ±100 for the full control effect; nearly all actives have a fitted effect of over 55% in size
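Enzyme (20 nM final) and test compound sit together 15 min at room temperature before substrate addition. Substrate is a single-forked duplex oligonucleotide (100 nM) labelled with fluorophore and quencher, with 2 mM ATP; helicase unwinding raises red fluorescence, read kinetically.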
EPAC1 ag: agonists of human EPAC1; O95398; EPAC1 agonist qHTS, biochemical assay; response scale: 100% = response to 6.5 mM cAMP; Potency, µM (highest dose often 154 µM), without a hit: top-dose activation, most hits filed as activators; actives 0.073% (n = 360,000); also: potency is read from the fitted curve at half-maximal effect; nearly all actives have a fitted effect of over 60% in size
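Nucleotide exchange assay: 100 nM EPAC1 with 250 nM Rap1B loaded with BODIPY-GDP and 50 uM GDP, room temperature. Fluorescence (480/540 nm) read every 5 min for 30 min; signal change normalized to 6.5 mM cAMP as full agonist.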
PLK1 PBD inh: PLK1 (human) polo-box domain binding inhibition | Potency, µM, for inactives: max response, negative = inhibition, hits mostly inhibitors | actives 2.8% (n = 360,000) | Plk1 PBD binding of FITC phosphopeptide, fluorescence polarization | P53350 | AID 720504; also: potency is read from the fitted curve at half-maximal effect; series mostly up to about 57 µM; % is scaled to controls: 0 for no effect and ±100 for the full control effect; nearly all actives have a fitted effect of over 65% in size
Target sequence (P53350 whole entry, looked up, the tested form may be a part): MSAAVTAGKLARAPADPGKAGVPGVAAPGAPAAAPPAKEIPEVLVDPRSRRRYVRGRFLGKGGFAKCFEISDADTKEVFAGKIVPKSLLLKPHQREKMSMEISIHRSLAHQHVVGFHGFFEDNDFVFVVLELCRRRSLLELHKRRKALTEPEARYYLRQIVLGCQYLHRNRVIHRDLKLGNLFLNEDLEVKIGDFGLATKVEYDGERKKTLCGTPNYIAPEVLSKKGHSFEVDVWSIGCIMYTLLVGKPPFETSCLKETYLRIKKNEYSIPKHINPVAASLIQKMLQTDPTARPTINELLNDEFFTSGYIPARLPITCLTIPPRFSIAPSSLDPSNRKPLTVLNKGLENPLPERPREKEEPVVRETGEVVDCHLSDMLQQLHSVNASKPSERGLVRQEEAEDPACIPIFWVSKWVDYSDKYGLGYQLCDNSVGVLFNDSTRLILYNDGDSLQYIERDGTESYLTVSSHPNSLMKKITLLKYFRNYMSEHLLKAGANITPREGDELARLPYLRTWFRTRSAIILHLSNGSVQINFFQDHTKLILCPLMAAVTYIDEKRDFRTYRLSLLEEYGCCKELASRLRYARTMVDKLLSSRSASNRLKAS
EPAC1 antagonist: antagonists of human EPAC1 | O95398 | Potency, µM (titrated, usually from 115 µM), without a hit: at the top dose activity change, negative = inhibition, most hits filed as inhibitors | EPAC1 GEF assay, Rap1b-BODIPY-GDP exchange fluorescence | actives 0.14% (n = 360,000);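 also: potency is read from the fitted curve at half-maximal effect; plate controls were vehicle for no effect and positive control for full effect; nearly all actives have a fitted effect of over 50% in size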
IL2 activator: IL-2 activation; IL-2 activation reporter assay, cell-based qHTS; stimulated with anti-CD3/CD4/CD28 beads; in transgenic mouse T cells; activation, % (series mostly up to about 46 µM); actives 0.065% (n = 360,000); AID 652025; in the data active = activation above about 50%; inconclusive = mostly about 30% to 49%; also: 0% is about no effect
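Unstimulated transgenic mouse T cells preincubated 60 min with compound, then stimulated with anti-CD3/anti-CD4-coated beads plus anti-CD28 for 18 h at 37 degrees C. IL-2 response read as EGFP and DsRed fluorescence by plate cytometry.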
The depositor's hits bear a star; u = inconclusive; x = no result given; [ ] = dose if it differs, or a comment. Unless noted, calls follow the shape of the dose curve; as a rule, active = well fitted curve in the direction sought with a large enough effect; inconclusive = small, poorly fitted or top-dose-only effect, or another doubt; inactive = no such curve, though single readings can be large; an effect the other way counts as inactive or inconclusive.

entry	SMILES	PI5P4Ka inh	CCT chaperon mod	EPAC2 agonist	WRN inhibitor	EPAC1 ag	PLK1 PBD inh	EPAC1 antagonist	IL2 activator
1	NNc1nc(-c2ccccc2Cl)nc2ccccc12	3	1.6	3%	4%	9%	-4%	16%	1.5
2	CCOC(=O)Cn1c(=O)oc2cc(S(=O)(=O)N3CCN(C(=O)OCC)CC3)ccc21	2	1.8	-7%	-5%	3%	-6%	-10%	-1.4
3	Cc1ccc(-c2cc(C(=O)N3CC4(C)CC3CC(C)(C)C4)no2)cc1 (configuration not stated)	5	0.3	6%	7%	-7%	1%	18%	-2.3
4	N#CC(c1ccccc1)c1ccc(=O)[nH]n1 (configuration not stated)	-7	-2.6	11%	-3%	-3%	-18%	2%	-2.0
5	CN1CCN(CC(=O)Nc2cc(N(C)C)nc3ccccc23)CC1	1	-1.6	8%	-9%	15%	-13%	-3%	2.7
6	Cc1cccc(Nc2nnc(C)c(=O)n2N)c1	x	-0.1	11%	-10%	8%	3%	0%	-2.6
7	O=C(CCNS(=O)(=O)c1ccccc1C(F)(F)F)N1CCN(S(=O)(=O)c2cccc(F)c2)CC1	2	-2.6	5%	-7%	10%	3%	-9%	1.2
8	O=C(Nc1ccc2c(c1)OCO2)C1CC(c2ccccc2Cl)=NO1 (configuration not stated)	x	1.2	0%	-8%	1%	-1%	8%	-3.0
9	COc1cc(/C=C2\SC(=S)N(NC(=O)c3ccc(O)c(OC)c3)C2=O)ccc1O	u	-0.2	15%	40µM*	14%	30%[activator]	u	-0.3
10	COc1cccc(-n2cc(CNCc3c(C(=O)N(C)C)nc4ccc(Cl)cn34)cn2)c1	0	-3.1	5%	-9%	13%	-10%	-12%	-0.8
11	Cc1cc(C)n(-c2nc(NCCO)c3c4c(sc3n2)CCCC4)n1	10	-3.4	-4%	-9%	-2%	-5%	1%	0.0
12	Cc1ccc(Cn2c(C3CCCN3c3nc(-c4cc(Cl)c(N)c(Cl)c4)cs3)nc3cc(Cl)c(Cl)cc32)cc1 (configuration not stated)	0	-5.7	0%	0%	-25%	-7%	-6%	-0.3
13	CCS(=O)(=O)c1ccc(O)c(NC(=O)COc2ccc(Br)cc2)c1	-6	-0.5	6%	-14%	0%	0%	-1%	-1.1
14	Cc1cc[n+](CC2OCc3ccccc3CO2)cc1	1	0.1	2%	2%	4%	3%	10%	0.1
15	Cc1ccc(N2CCCCn3c2nc2c3c(=O)n(CC(=O)O)c(=O)n2C)cc1	-5	1.0	0%	-35%	-1%	-8%	0%	-4.6
16	COc1ccc(S(=O)(=O)n2cnc3cc(C)c(C)cc32)cc1	-2	-1.4	0%	1%	0%	-3%	-12%	1.3
17	C[C@H]1C=C(C(=O)N2CCN(Cc3ccc4c(c3)OCO4)CC2)O[C@@H](OCc2ccc(CO)cc2)C1	4	-0.1	3%	-2%	-1%	-12%	-5%	-0.6
18	Brc1ccc(N=Cc2ccccn2)cc1	-2	0.2	1%	6%	-6%	-5%	1%	0.7
19	CCOC(=O)[C@]12CCC=C1N(Cc1ccc3c(c1)OCO3)C(=O)[C@H](CC(=O)NCCCN1CCCC1=O)C2	1	-1.0	-1%	1%	6%	-3%	-19%	0.0
20	CCc1cc(C(=O)N2CCCC(C(=O)c3cccc(OC(C)C)c3)C2)n(C)n1 (configuration not stated)	1	-0.6	0%	-11%	2%	-4%	-6%	-0.4
21	CSc1nc(N2CCOCC2)c2c(c1C#N)CC(C)(C)OC2	15	-1.8	1%	-29%	2%	-6%	-8%	-3.0
22	CC(=O)N1CCC2(CC1)C/C(=N\NC(=S)Nc1ccccc1C)c1cc(O)ccc1O2	-5	1.0	5%	-4%	3%	-16%	1%	-0.1
23	Cc1cc2c(cc1C)N(C(=O)CCl)CC(=O)N2	-8	-1.5	7%	-13%	3%	-22%	0%	-4.0
24	CC(=O)c1sc(NC(=O)CCS(=O)(=O)c2ccccc2)nc1C	2	-0.4	5%	0%	6%	-24%	-20%	-5.5
25	CCc1cc2c(SCC#N)ncnc2s1	-19	-4.0	15%	-33%	13%	27µM*	u	-0.1

Of the compounds above, five contain a Cl atom.
entry	SMILES	PI5P4Ka inh	CCT chaperon mod	EPAC2 agonist	WRN inhibitor	EPAC1 ag	PLK1 PBD inh	EPAC1 antagonist	IL2 activator
1	NNc1nc(-c2ccccc2Cl)nc2ccccc12	3	1.6	3%	4%	9%	-4%	16%	1.5
8	O=C(Nc1ccc2c(c1)OCO2)C1CC(c2ccccc2Cl)=NO1 (configuration not stated)	x	1.2	0%	-8%	1%	-1%	8%	-3.0
10	COc1cccc(-n2cc(CNCc3c(C(=O)N(C)C)nc4ccc(Cl)cn34)cn2)c1	0	-3.1	5%	-9%	13%	-10%	-12%	-0.8
12	Cc1ccc(Cn2c(C3CCCN3c3nc(-c4cc(Cl)c(N)c(Cl)c4)cs3)nc3cc(Cl)c(Cl)cc32)cc1 (configuration not stated)	0	-5.7	0%	0%	-25%	-7%	-6%	-0.3
23	Cc1cc2c(cc1C)N(C(=O)CCl)CC(=O)N2	-8	-1.5	7%	-13%	3%	-22%	0%	-4.0

(cont.)
entry	SMILES	PI5P4Ka inh	CCT chaperon mod	EPAC2 agonist	WRN inhibitor	EPAC1 ag	PLK1 PBD inh	EPAC1 antagonist	IL2 activator
26	C#CC[N+](C)(C)CCCCCCCC	-3	-1.8	4%	0%	12%	-5%	5%	0.6
27	N#Cc1c(Nc2cccc(F)c2)sc2c(O)cc(=O)[nH]c12	-76*	-0.5	2%	-19%	-7%	2%	-7%	0.3
28	COc1ccccc1/C=N\NC(=O)c1ccc(COc2ccc(C)c(C)c2)o1	1	-1.3	8%	2%	7%	-18%	-10%	-0.5
29	Cc1ccc(C)c(OCCn2ccnc2)c1	-4	0.3	2%	-24%	3%	0%	-1%	-0.7
30	O=C(/C=C/c1ccccc1[N+](=O)[O-])OCC(=O)N1CCN(c2ccccc2)CC1	1	0.1	-11%	8%	7%	-3%	0%	-2.2
31	CC(CC(=O)Nc1nnc(C(C)(C)C)s1)c1ccccc1 (configuration not stated)	-9	0.0	-1%	4%	-10%	u	-1%	-4.5
32	COc1ccc(-c2nc(CS(=O)CC(=O)NCCc3ccc(C)cc3)c(C)o2)cc1OC (configuration not stated)	4	0.1	-1%	-1%	7%	-18%	5%	-3.5
33	COc1cccc2c1OC[C@@H](CO)[C@H]2N(C)C(=O)Nc1ccc(Cl)cc1Cl	1	-2.2	-15%	-9%	-3%	-5%	-17%	-0.1
34	O=S(=O)(c1ccccc1)N1c2cc(Cl)ccc2Oc2nc3ccccc3nc21	-3	-5.7	13%	-7%	17%	-9%	-10%	-0.3
35	CC1(C)Cc2c(sc3c2c(=O)n(Cc2ccccc2)c2nncn32)CO1	-6	0.4	-1%	-1%	-4%	-4%	1%	-0.6
36	C[C@@H]1CN([C@H](C)CO)C(=O)CCCn2cc(nn2)CO[C@H]1CN(C)C(=O)Nc1ccccc1C(F)(F)F	3	-0.9	14%	9%	14%	-17%	2%	-2.8
37	Cc1cccn2c(=O)nc(SCC(=O)N3CCCC3)nc12	-1	1.1	9%	-11%	15%	-5%	-10%	0.1
38	Cc1cccc(OCc2nnc(SCc3nc4ccccc4c(=O)[nH]3)o2)c1	-6	2.3	5%	-10%[57.1 µM]	-10%	-3%	4%	-3.2
39	CCOc1cc(C(N)=O)cc(Cl)c1OCc1ccccc1	10	0.9	6%	-7%	0%	-8%	-16%	-1.4
40	COc1ccc(N=C2SC(CC(=O)Nc3ccccc3OC)C(=O)N2Cc2ccco2)cc1 (configuration not stated)	5	-1.8	15%	-8%	-3%	-12%	-14%	-5.9
41	O=c1c2cc(N3CCOCC3)ccc2[nH]c(=S)n1Cc1ccco1	x	-3.7	-14%	u	-5%	u	u	0.4
42	CC(=O)c1c(C)[nH]c(C(=O)CN2CCN(S(=O)(=O)c3ccccc3[N+](=O)[O-])CC2)c1C	-4	-3.7	5%	-3%	-1%	5%	2%	-0.7
43	O=C(O)[C@@H]1CCCN1S(=O)(=O)c1cccc(S(=O)(=O)N2CCC[C@H]2C(=O)O)c1	5	0.0	-1%	9%	-15%	1%	17%	2.0
44	Cc1ccc(NC(=O)CCC(=O)NNC(=O)c2ccccc2[N+](=O)[O-])c(C)c1	-2	-0.8	-1%	2%	-13%	-9%	-4%	-0.5
45	Cc1cccc(C(=O)NCC(=O)N2CCCC2)c1	2	0.6	2%	7%	-15%	3%	10%	-0.5
46	O=C(NCc1ccco1)c1cccc2c1C(=O)N(C1CCCCC1)C2	-2	1.8	-11%	-4%	-4%	-5%	7%	-1.7
47	Cc1cc(OCC(=O)Nc2ccccc2C(N)=O)c2c(C)cc(=O)oc2c1	2	1.7	5%	3%	-7%	-10%	-2%	1.2
48	COc1cc2c(cc1OC)-c1c(OC)c(OC)cc3ccnc(c13)C2=O	2	-0.3	2%	-4%	-17%	0%	-4%	0.6
49	N#C/C(=C\c1cccnc1)C(=O)Nc1cccc2ccccc12	-16	-3.3	3%	-32%	16%	u	-8%	-0.9
50	COc1cccc(NC(=S)NNC(=O)C(C)n2nc(C)c([N+](=O)[O-])c2C)c1 (configuration not stated)	x	-0.9	-7%	-8%	4%	u	-5%	-0.6
51	c1ccc2c(c1)N1CCCN=C1N2CCN1CCCCC1	3	-0.1	-3%	4%	0%	27µM*	12%	-1.7
52	CC1CCN(c2ccc(NC(=O)Cn3c(=O)oc4ccccc43)cc2)CC1	8	-1.2	-3%	-8%	-9%	u	-3%	-1.5
53	COc1cc2[nH]c(=S)n(C3CCCC3)c(=O)c2cc1OC	x	0.7	-10%	5%	2%	-10%	3%	0.4
54	O=C(Nc1nnc(-c2cccs2)o1)c1cccc(Oc2ccccc2)c1	-21	-4.8	-1%	-2%	-24%	u	-13%	-0.4
55	O=c1c(F)cn(C2CCCO2)c(=O)n1Cc1ccccc1Cl (configuration not stated)	x	-4.2	10%	5%	-2%	-2%	12%	-1.7

The list is partial; the hit share may differ from the screen's.
